# Bioassay records (PubChem BioAssay)
# Pf growth 96h: P. falciparum growth inhibition at 96 hours; P. falciparum luciferase reporter growth, 96 h; Potency, µM (series often up to 28.7 µM), inactives show at the top dose activity change, negative = inhibition, most hits filed as inhibitors; 320,000 compounds, 6.9% hits; AID 504834; further: potency means the concentration at half of the fitted maximal effect; on the % scale 0 is the no-effect control and ±100 the full control effect
#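 Parasite growth measured via integrated firefly luciferase reporter in P. falciparum. Infected erythrocytes at 2% hematocrit, 0.05% parasitemia final were treated 96 hours at 37 C under 5% CO2, and luminescence was read.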
# Giardia FBPA inh: blocks Giardia fructose-bisphosphate aldolase activity | 290,000 compounds, 0.71% hits | purified Giardia FBPA | Potency, µM (titrated, usually from 59.6 µM), for inactives: at the top dose activity, negative = inhibition, hits mostly inhibitors; further: potency means the concentration at half of the fitted maximal effect; on the % scale 0 is the no-effect control and ±100 the full control effect; nearly all actives have a fitted effect of over 55% in size
# Target sequence (A8B2U2 whole entry, looked up): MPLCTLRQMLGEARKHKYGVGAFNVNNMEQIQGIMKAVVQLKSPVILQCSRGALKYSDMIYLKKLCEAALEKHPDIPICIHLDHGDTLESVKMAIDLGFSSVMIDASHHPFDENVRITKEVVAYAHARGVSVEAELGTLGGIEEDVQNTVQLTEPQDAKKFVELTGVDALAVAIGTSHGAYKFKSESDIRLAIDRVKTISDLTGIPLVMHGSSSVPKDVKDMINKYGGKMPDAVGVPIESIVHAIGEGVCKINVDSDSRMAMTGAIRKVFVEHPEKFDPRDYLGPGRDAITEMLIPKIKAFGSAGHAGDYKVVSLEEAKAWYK
#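 40 nM FBPA preincubated 10 min at RT with compound (up to 57.5 uM final), then substrate plus GAPDH/TPI/NAD/arsenate coupling and diaphorase/resazurin added. Fluorescence read after 20 min at RT, 525/598 nm.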
# Sm TGR block: inhibitors of Schistosoma mansoni thioredoxin glutathione reductase. purified TGR, DTNB reduction, TNB absorbance 405 nm. 360,000 compounds, 3% hits. Potency, µM (top dose mostly 114 µM), without a hit: at the highest dose activity change, negative = inhibition, most hits filed as inhibitors. AID 485364; further: potency means the concentration at half of the fitted maximal effect; on the % scale 0 is the no-effect control and ±100 the full control effect; nearly all actives have a fitted effect of over 60% in size
#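 First, TGR (20 nM dispensed) and NADPH were mixed with compound. Second, a 15 min room-temperature incubation followed. Third, further NADPH and then DTNB were added to start the reaction. Finally, TNB absorbance was monitored kinetically.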
# Shiga inhibitor: Shiga toxin inhibition | inhibition, % at 38.7 µM | AID 2315 | 290,000 compounds, 9.2% hits | Vero cells, Shiga toxin protein synthesis inhibition reporter; in the data active means inhibition mostly above about 28%, no sharp cut-off; inactive means mostly below about 43%; further: 0% is about no effect
# Pf growth 48h: inhibits P. falciparum growth in the first generation, 48 h. P. falciparum luciferase growth in erythrocytes, 48 h. Potency, µM (top dose mostly 28.7 µM), for inactives: top-dose activity change, negative = inhibition, usual class: inhibitors. 310,000 compounds, 5.9% hits. AID 504832; further: potency means the concentration at half of the fitted maximal effect; on the % scale 0 is the no-effect control and ±100 the full control effect
#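 Read-out is firefly luciferase luminescence from an integrated reporter in P. falciparum, so falling signal marks reduced parasite growth. Infected erythrocytes were at 2% hematocrit and 0.1% parasitemia (final) in Albumax-supplemented RPMI 1640.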
# CHX counter: affects cycloheximide protein synthesis inhibition readout, counter-screen; cell reporter, cycloheximide protein synthesis inhibition counterscreen; max response, %; 300,000 compounds, 12% hits; in the data active means max response mostly above about 13%, no sharp cut-off; inactive means mostly below about 14%; further: read at 38.3 µM for the half of the compounds with a filed dose; 0% is about no effect
# * marks the source's active call; other numbers are inactive results; ? = inconclusive; / = not tested or not shown; & = joins results of further samples; ! = repeats disagree; [ ] = another dose, or the depositor's remark. Unless noted, the call rests on the fitted dose curve; in most records, active means well fitted curve in the direction sought with a large enough effect; inconclusive means small, poorly fitted or top-dose-only effect, or another doubt; inactive means no such curve, though single readings can be large; an effect the other way counts as inactive or inconclusive.
SMILES	Pf growth 96h	Giardia FBPA inh	Sm TGR block	Shiga inhibitor	Pf growth 48h	CHX counter
COCCN(Cc1cc2cc3c(cc2nc1Cl)OCO3)C(=O)c1cccc(C)c1	?	0.8%	-6.9%	-7.1	?	5.6
COc1ccc(CCNC(=O)CNC(=O)c2ccc(Br)o2)cc1OC	4.6%	/	4.6%	/	16.8%	/
CCS(=O)(=O)c1ccc2oc(SCC(=O)N3c4ccccc4CC3C)nc2c1 (stereo not drawn)	/	-7.0%	-10.5%	-14.6	-23.9%	-5.8
Cc1ccc(C(=O)NC(=S)NCC2CCCO2)cc1Br (stereo not drawn)	76.1%[activator]	-1.0%	56.2µM*	78.1*	70.2%[activator]	52.4*
COC(=O)CCN(C(=O)c1ccc(C)c([N+](=O)[O-])c1)c1ccccn1	-19.9%	2.3%	8.1%	19.5	11.0%	7.1
COc1ccc(C(CC(=O)N2CCC3(CC2)OCCO3)NS(=O)(=O)c2ccc(F)cc2)cc1 (stereo not drawn)	?	14.2%	-7.5%	-1.0	15.9%	-4.7
CCOC(=O)c1ccc(-n2c(-c3ccco3)nc3ccccc3c2=O)cc1	?	17.1%	-1.0%	16.6	17.6%	26.4
CCn1cc(C(=O)NCc2ccco2)c(=O)c2cc(S(=O)(=O)N3CCc4ccccc4C3)ccc21	5.22µM*	-3.1%	14.1µM*	-9.6	9.28µM*	1.9
Cc1[nH]n(-c2ccccc2)c(=S)c1C=NCCCN=Cc1c(C)[nH]n(-c2ccccc2)c1=S	?	?	-7.6%	-4.5	-11.6%	3.7
COc1ccc(S(=O)(=O)Nc2ccccn2)cc1C	-27.2%	4.7%	20.7%	9.3	12.5%	5.3
Cc1cccc(-n2c(=S)[nH]c3nc4c(cc3c2=O)COC(C)(C)C4)c1	?	4.0%	12.5%	10.1	?	-2.1
CC(=O)Nc1ccc(S(=O)(=O)NCCc2ccccc2)cc1	36.6%[activator]	1.2%	5.4%	-26.4	-1.0%	-2.6
c1ccc(SCCN2CCN(c3ccccc3)CC2)cc1	-13.2%	-19.9%	-11.0%	44.9	29.4%	12.8*
CCCn1c(SCC(=O)NCC2CCCO2)nc2c1c(=O)n(C)c(=O)n2C (stereo not drawn)	?	13.1%	-22.3%	-16.9	35.7%[activator]	-2.9
O=C(CN1CCN(c2ccccn2)CC1)Nc1nc2ccccc2s1	?	?	12.6%	58.6	?	11.6

# Looked up one by one from the entries so far:
SMILES	Pf growth 96h	Giardia FBPA inh	Sm TGR block	Shiga inhibitor	Pf growth 48h	CHX counter
Cc1ccc(C(=O)NC(=S)NCC2CCCO2)cc1Br (stereo not drawn)	76.1%[activator]	-1.0%	56.2µM*	78.1*	70.2%[activator]	52.4*
CCS(=O)(=O)c1ccc2oc(SCC(=O)N3c4ccccc4CC3C)nc2c1 (stereo not drawn)	/	-7.0%	-10.5%	-14.6	-23.9%	-5.8
Cc1cccc(-n2c(=S)[nH]c3nc4c(cc3c2=O)COC(C)(C)C4)c1	?	4.0%	12.5%	10.1	?	-2.1
CCn1cc(C(=O)NCc2ccco2)c(=O)c2cc(S(=O)(=O)N3CCc4ccccc4C3)ccc21	5.22µM*	-3.1%	14.1µM*	-9.6	9.28µM*	1.9
COc1ccc(CCNC(=O)CNC(=O)c2ccc(Br)o2)cc1OC	4.6%	/	4.6%	/	16.8%	/

# Next part.
SMILES	Pf growth 96h	Giardia FBPA inh	Sm TGR block	Shiga inhibitor	Pf growth 48h	CHX counter
O=C(O)C1C2CCC(C2)C1C(=O)NCc1ccccn1 (stereo not drawn)	?	-3.6%	-5.6%	-8.9	6.5%	3.9
C=CCNC(=O)c1ccc(-c2nc(-c3ccccc3)cs2)cc1	?	-15.6%	0.1%	51.5*	-90.8%	32.5*
O=C(NCc1ccc2c(c1)OCO2)C1CCC(=O)N1C1CCCC1 (stereo not drawn)	?	-4.1%	3.8%	-11.3	4.1%	-6.7
COC(=O)c1cc(OC)c(OC)cc1NC(=S)N1CCCC1	46.4%[activator]	3.2%	-2.7%	-4.8	10.1%	-1.5
CC1CCCCN1S(=O)(=O)c1ccc(S(=O)(=O)N2CCN(C)CC2)cc1 (stereo not drawn)	?	-2.6%	4.0%	-9.9	25.1%	-2.6
CC1(C)Nc2ccccc2C(=O)N1c1ccccc1	-21.8%	-8.1%	0.0%	/	-13.1%	18.5*
CN(CCO)CCC(=O)NC1(C)CS(=O)(=O)CC1S(=O)(=O)O (stereo not drawn)	44.9%[activator]	2.8%	-6.2%	1.0	-2.8%	-4.2
O=C(Nc1c2c(nc3ccccc13)CCCC2)c1ccccc1Cl	-17.8%	2.9%	-1.4%	-9.2	18.1%	-4.6
COc1ccccc1CNC(=O)c1cccc(S(=O)(=O)N2CCN(c3ccc(F)cc3)CC2)c1	?	/	-2.4%	/	10.4µM*	/
O=C(CCN1CCOCC1)NNC(=O)Nc1cccc(C(F)(F)F)c1	10.4µM*	/	4.2%	-10.0	5.1%	0.4
O=C(Nc1ccc(N2CCOCC2)cc1)C1CC(=O)N(c2ccc(Cl)cc2)C1 (stereo not drawn)	-1.2%	3.8%	1.3%	-12.5	7.6%	4.2
CCOCCOc1nc2c(c(=O)n(C)c(=O)n2C)n1CCc1ccccc1	/	-4.9%	-0.1%	-7.6	-20.0%	-3.1
COCCn1c(SCc2cc(C(C)=O)ccc2OC)nc2cc(Cl)ccc2c1=O	?	0.5%	0.0%	-6.9	?	-0.8
C=C(C)CN1CCN(c2ccc(N3C(=O)CCCC3=O)cc2[N+](=O)[O-])CC1	?	7.6%	-2.0%	-7.4	70.3%	2.6
CCOc1ccc(NC(=O)c2c(C)nn(Cc3ccccc3)c2Cl)cc1	-6.9%	4.5%	8.7%	2.1	-5.1%	-1.2
CCC(C)N(CC(=O)Nc1cccc(C)c1C)C(=O)CCl (stereo not drawn)	3.7µM*	-0.7%	20µM*	-2.4	?	3.8
CC(C(=O)NCc1cccs1)N1CCN(S(=O)(=O)c2ccc3c(c2)OCCCO3)CC1 (stereo not drawn)	?	/	-7.6%	/	?	/
COC(=O)c1c(C(=O)OC)c(-c2ccc(C)cc2)n2c1CS(=O)C2 (stereo not drawn)	?	-0.1%	3.8%	-20.1	/	-3.2
O=C(c1ccc(-c2ccc(Cl)cc2)o1)N1CCN(S(=O)(=O)c2cccs2)CC1	?	/	-30.3%	/	?	/
Cc1ccc2c(c1)C=CC(C)(C)S2=O (stereo not drawn)	-19.4%	2.3%	-2.7%	-7.4	13.8%	-5.0
CCC(Sc1nc(C)cc(=O)[nH]1)C(=O)Nc1nc2c(s1)CCCC2 (stereo not drawn)	?	10.6%	-5.7%	42.0*	33.5%[activator]	14.9*
CCOC(=O)NC(NCc1ccccc1Cl)(C(F)(F)F)C(F)(F)F	-18.7%	-0.8%	3.9%	5.3	/	7.9
CC/S(C)=N/S(=O)(=O)c1ccc(C)cc1 (stereo not drawn)	18.5%	7.6%	-9.6%	10.4	7.6%	-0.6
COc1ccccc1NC(=O)CSc1nnc(COc2ccccc2OC)n1C	-3.4%	5.1%	/	-12.3	-10.4%	-5.0
NCCCNC(=O)c1ccc(/C=N/O)nc1	1.0%	-14.9%	16.6%	-14.1	31.2%[activator]	-5.3
CCc1c2c(nc3ccc(O)cc13)-c1cc3c(c(=O)n1C2)COC(=O)[C@]3(O)CC	/	0.4%	/	22.9	/	-1.3
CC(C)CN1CCC(=O)N([C@H](COc2ccccc2)Cc2ccccc2)CC1	11.7µM*	9.7%	-14.3%	-5.2	?	-2.0
COc1cc(/C=N/OCC(=O)Nc2cc(C)on2)ccc1OCc1ccccc1	-1.6%	-0.9%	0.6%	104.1*	?	17.7*
NCCCC[C@H]1CNC(=O)C(=O)N1CCc1cc(C(F)(F)F)cc(C(F)(F)F)c1	4.9%	7.5%	-0.5%	-11.6	45.6%[activator]	-4.2
CCOC(=O)C1CCCN(Cc2nc(C3CC3)no2)C1 (stereo not drawn)	28.5%	10.9%	-19.4%	-13.3	1.4%	4.2
Cc1cccc(NC(=O)c2cc3ccccc3oc2=O)c1	-24.9%	6.6%	-10.0%	/	219.5%[activator]	41.2*
COc1ccccc1N1CCN(C(=S)Nc2ccccc2)CC1	?	4.3%	-19.3%	/	0.1%	1.1
Cc1ccc(CN(CC(O)COc2cccc3[nH]cc(C)c23)C(C)(C)C)cc1 (stereo not drawn)	10.4µM*	-13.6%	-3.7%	-4.3	10.4µM*	-4.7
O=C(CSc1cccc[n+]1[O-])Nc1ccc2c(c1)OCCO2	31.8%[activator]	1.0%	4.8%	25.1	29.9%	15.8*
CCCCN1CC(O)=C(c2nc(-c3ccc(Cl)cc3)cs2)C1=N	?	-0.4%	1.4%	-11.6	/	-2.7
COc1ccc(CS(=O)(=O)c2ncn[nH]2)cc1	34.3%[activator]	?	-6.4%	1.5	6.0%	-4.2
Cn1c(CN2CCCC2)nc2cc(NC(=O)C3CCCCC3)ccc21	10.5%	/	-13.6%	-1.4	2.0%	2.0
Cc1ccccc1-n1ncc2c1CC(C)(C)CC2NC(=O)C1=CC(=O)CC(C)(C)O1 (stereo not drawn)	9.28µM*	-7.0%	-24.7%	-6.1	?	-2.1
Cc1cccc(/C=N/n2c(C)nnc2C)c1	1.5%	1.2%	0.0%	13.2	27.1%	0.5
COC(=O)C1=C(C)N(Cc2ccccc2)C(=NCC2CC2)N[C@H]1c1ccccc1	23.9%&25.3%	13.4%&-12.6%	7.5%&-15.5%	-5.9&13.7	9.28µM*!	-2.6&-1.6
Cc1cc(C(=O)COC(=O)c2ccc3c(c2)OCO3)c(C)n1CC1CCCO1 (stereo not drawn)	331.4%[activator]	-3.6%	-3.9%	147.3*	280.5%[activator]	40.4*
c1ccc(Cn2nnnc2CN2CCN(c3ncccn3)CC2)cc1	4.65µM*	3.4%	-1.1%	5.6	-9.2%	-3.6
O=C(COc1ccc(Br)cc1)Nc1ccc(C(=O)Nc2ccccc2C(=O)O)cc1	-80.4%	-3.2%	1.7%	21.6	0.7%	-3.9
C=CCN1C(=O)c2ccc(C(=O)OCC(=O)N(CC)C3CCS(=O)(=O)C3)cc2C1=O (stereo not drawn)	29.1%	/	-2.3%	/	27.9%	/
COc1ccc(C(=O)Nc2ccccc2C(N)=O)cc1	/	-6.8%	-9.3%	94.2*	192.4%[activator]	27.3*
Cc1ccccc1OCC(=O)Nc1nnc(C2CC2)s1	-21.2%	/	-0.7%	/	2.8%	/
COc1ccc(CNC(=O)CCc2nnc3ccc(N4CCC5(CC4)OCCO5)nn23)cc1	-10.5%	/	-0.2%	4.9	?	6.4
COc1ccc(NC(=O)CCS(=O)(=O)c2ccc3c(c2)NC(=O)C(C)S3)cc1OC (stereo not drawn)	-3.6%	-8.1%	-7.7%	-5.2	0.9%	-2.8
Cc1cccc(Oc2ncnc(N)c2[N+](=O)[O-])c1C	37.7%[activator]	2.9%	-0.5%	9.9	-3.5%	-4.3
CCOC(=O)C1CCCN(C(=O)c2cc(-c3ccc(F)cc3)nc3ccccc23)C1 (stereo not drawn)	-13.6%	-2.6%	18.1%	13.6	-10.6%	10.5
CC(=O)c1cccc(OCC(O)CNCCOc2ccc(C)cc2)c1 (stereo not drawn)	23.5%	?	-14.3%	-5.0	6.5%	-7.2
CCc1ccc(C(=O)CSc2ncn[nH]2)cc1	?	?	0.0%	75.6*	87.5%[activator]	29.7*

# Hits appear at their usual frequency. About 24% of those tested had a hit in this group.
